# From PubChem
# pAkt inh: Akt phosphorylation inhibition; Neuro2A IGF-stimulated pAkt S473 HTRF, 20 min; stronger effect = lower value; activity change, % for hits at 50 µM; hit rate 0.32% among 360,000; in the data active = activity change below about -80%; inconclusive = mostly about -51% to -80%; also: % is scaled to controls: 0 for no effect and ±100 for the full control effect
#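 Single-point screen (50 µM final compound) in Neuro2A cells stimulated 20 min with 6 nM IGF at 37 deg C. After lysis, Ser473-phosphorylated Akt read by HTRF (ex 330 nm, em 615/665 nm) as the 665/615 ratio.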
# Nrf2 ARE act: activators of Nrf2 (ARE) signaling | AREc32 ARE-luciferase reporter (MCF7-derived line), luminescence, 24 h | Potency, µM (top dose mostly 46.1 µM), without a hit: at the top dose activation, most hits filed as activators | hit rate 0.31% among 410,000 | AID 624171; also: potency is read from the fitted curve at half-maximal effect; % of control where 0% means no effect; nearly all actives have a fitted effect of over 65% in size
#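 Quantitative high-throughput format: AREc32 reporter cells, 1000 per well, received compound by pin transfer and were incubated 24 hr at 37 deg C, 5% CO2, before Steady-Glo luminescence detection.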
# A549 tox: counter-screen for Nrf2 inhibitors: cytotoxicity in A549 cells; Potency, µM (highest dose often 46 µM), without a hit: top-dose activity change, negative = cytotoxicity, hits mostly inhibitors; A549 ARE-Fluc cells, CellTiter-Fluor viability, 18-24 h; hit rate 0.16% among 390,000; also: potency is read from the fitted curve at half-maximal effect; % is scaled to controls: 0 for no effect and ±100 for the full control effect
#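 A549 ARE-Fluc cells in 5% FBS OPTI-MEM, 5000 cells/well, rested 2 h then exposed to compounds in concentration-response for 18-24 h at 37 °C. Viability by CellTiter-Fluor fluorescence (Ex 405/Em 525) after 30 min; luciferase luminescence (BugLite, 15 min, RT) read afterwards.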
# ATXN viability: viability counter-screen for ATXN expression inhibitors | S2 cells (HEK-293 line with an ATXN2-luciferase reporter) viability, CellTiter-Fluor protease fluorescence, 24 h | Potency, µM (doses to about 56.7 µM), usual class: cytotoxic | hit rate 0.49% among 400,000; also: potency is read from the fitted curve at half-maximal effect; nearly all actives have a fitted effect of over 40% in size
# HepG2 tox: HepG2 cytotoxicity, counter-screen for TGF-b inhibitors; hit rate 0.76% among 410,000; AID 588856; Potency, µM (titrated, usually from 46.1 µM), inactives show at the top dose activity change, negative = cytotoxicity, actives largely listed as cytotoxic; HepG2 CAGA-GFP viability, ATP luminescence, 18 h; also: potency is read from the fitted curve at half-maximal effect; some results filed as inactive show a strong effect at the top dose
#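 CellTiter-Glo luminescence gave cytotoxicity after 18 hours at 37 degrees C. The cells were HepG2 CAGA-GFP in 1% FBS DMEM, stimulated with 500 pg/mL TGF-beta after compound addition. %Activity was normalised to no-cell wells (complete cell-killing) and DMSO (no toxicity), and curves were fitted and classified.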
# Nrf2 block: inhibitors of Nrf2 signaling; Potency, µM (titrated, usually from 46 µM), inactives show at the highest dose activity change, negative = inhibition, usual class: inhibitors; AID 504444; A549 ARE-Fluc reporter, luciferase luminescence, 18-24 h; hit rate 2.1% among 360,000; also: potency is read from the fitted curve at half-maximal effect; % is scaled to controls: 0 for no effect and ±100 for the full control effect; nearly all actives have a fitted effect of over 60% in size
#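 In this cell-based qHTS, ARE-driven firefly luciferase in A549 cells reports Nrf2 activity; the luminescent signal after BugLite lysis is the measured value, with a prior CellTiter-Fluor read for cell health.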
# Mm-Cpn inhibitor: blocks the Methanococcus maripaludis chaperonin Mm-Cpn | purified Mm-Cpn ATPase, ADP Transcreener TR-FRET | Potency, µM (series often up to 76.9 µM), without a hit: top-dose activity, negative = inhibition, usual class: inhibitors | hit rate 0.031% among 330,000 | AID 504842; also: potency is read from the fitted curve at half-maximal effect; % is scaled to controls: 0 for no effect and ±100 for the full control effect; nearly all actives have a fitted effect of over 80% in size
#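 Measured: ADP formation by purified Mm-CPN. Conditions: 25 nM protein, 10 uM ATP, Tris pH 7.4 with Mg2+, K+ and DTT, 37°C for 30 min. Detection: Transcreener HTRF after 30 min at room temperature.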
# CCT chaperon mod: cytosolic chaperonin activity modulation; hit rate 0.3% among 360,000; purified chaperonin ATPase assay, HTRF ADP detection, 30 min; activity change, % (test concentration not listed), hits read low; in the data active = activity change below about -30%; also: % is scaled to controls: 0 for no effect and ±100 for the full control effect
#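 ATPase activity: ADP formed was measured by HTRF Transcreener (665/615 nm ratio) after 30 min at 37 deg C with 10 uM ATP. Compounds screened at one 76 uM concentration against 40 or 20 nM TRiC in Tris pH 7.4/KCl/MgCl2/DTT buffer.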
# TGFb inhibitor: TGF-b pathway inhibition | HepG2 CAGA-GFP TGF-b/SMAD3 reporter, GFP fluorescence, 18 h; TGF-beta stimulated, 500 pg/mL final | Potency, µM (doses to about 46.1 µM), for the others: top-dose activity, negative = inhibition, usual class: inhibitors | hit rate 1.2% among 410,000 | AID 588855; also: potency is read from the fitted curve at half-maximal effect; % is scaled to controls: 0 for no effect and ±100 for the full control effect; nearly all actives have a fitted effect of over 65% in size
#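 First, reporter cells (HEPG2 CAGA-GFP) rested 2 h at 37 degrees C. Next, compounds were pinned in and TGF-beta added to 500 pg/mL final. After 18 h, GFP was imaged per cell and summed per well.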
# Numbers without * were called inactive; i = inactive; ? = inconclusive; . = not tested or not shown. Unless noted, calls follow the shape of the dose curve; as a rule, active = well fitted curve in the direction sought with a large enough effect; inconclusive = small, poorly fitted or top-dose-only effect, or another doubt; inactive = no such curve, though single readings can be large; an effect the other way counts as inactive or inconclusive.
SMILES,pAkt inh,Nrf2 ARE act,A549 tox,ATXN viability,HepG2 tox,Nrf2 block,Mm-Cpn inhibitor,CCT chaperon mod,TGFb inhibitor
CCc1ccc(/C=N/Nc2nn[nH]n2)cc1,i,0.6%,7%,i,-24%,1%,-1%,2.0,-15%
CCC(c1nnnn1C1CCCC1)N1CCN(C(=O)c2ccco2)CC1 (stereo unspecified),i,-0.5%,-9%,i,12%,.,1%,-2.1,-4%
CC1CCCN(Cc2c(O)ccc3c(=O)c(Oc4ccccc4Cl)c(C(F)(F)F)oc23)C1 (stereo unspecified),.,-0.5%,-7%,.,-22%,5%,.,.,-9%
Cc1coc2cc3oc(=O)c(CC(=O)NCc4ccccc4)c(C)c3cc12,.,0.7%,0%,.,-8%,16%,.,.,-33%
CCC1CCCCN1S(=O)(=O)c1ccc(NC(=O)c2snnc2C)cc1 (stereo unspecified),i,-0.4%,-5%,i,-8%,?,2%,-2.7,?
NC(=O)C1CCC(NC(=O)OCc2ccccc2)CC1 (stereo unspecified),i,0.5%,3%,i,2%,.,-2%,0.1,28%
CC1CCCCC1NC(=O)c1cccc(S(=O)(=O)N2CCN(Cc3ccccc3)CC2)c1 (stereo unspecified),i,0.3%,1%,i,-5%,?,0%,-2.6,-16%
Cc1ccc(OCC(O)Cn2c(N3CCOCC3)nc3c2c(=O)[nH]c(=O)n3C)cc1 (stereo unspecified),i,0.3%,-4%,?,4%,-5%,-6%,-0.5,18%
COC(=O)c1ccc(Cn2nc(-c3cc(C)ccc3C)ccc2=O)cc1,i,0.1%,4%,i,-1%,-1%,0%,-0.9,-1%
NC(=O)[C@@H]1CCCN1Cc1nc(-c2ccc(C(F)(F)F)cc2)no1,i,6.4%,-3%,?,-4%,-10%,4%,-2.6,-3%
Cc1ccc(C)c(S(=O)(=O)N2C(=S)NC(=O)C2CC(C)C)c1 (stereo unspecified),i,0.0%,0%,i,5%,.,0%,-1.4,-24%
Cc1cccc(CN(C)C[C@@H]2OCc3cnnn3CCCC(=O)N([C@@H](C)CO)C[C@H]2C)c1,i,0.1%,.,i,2%,.,.,-1.8,9%
O=S(=O)(c1ccc(Cl)cc1)N1CN(CC2CCCO2)c2nc3ccccc3nc21 (stereo unspecified),i,0.5%,-2%,i,-5%,-17%,-3%,-1.2,3%
C[C@@H](NC(=O)c1[nH]cnc1C(=O)Nc1ccccc1F)c1ccccc1,i,-4.4%,.,i,-47%,.,.,0.9,?
O=C(O)CCCC(=O)Nc1ccc(S(=O)(=O)Nc2nccs2)cc1,i,-0.2%,-5%,i,8%,?,1%,-16,-1%
CCOC(=O)C1=C(C)N[C@@]2(O)c3ccccc3C(=O)[C@@]12O,i,-1.2%,6%,i,6%,-1%,-7%,-0.9,-18%
Cn1cc(C(=O)NCc2cccs2)c(=O)c2cc(S(=O)(=O)N3CCCC3)ccc21,i,0.7%,-9%,?,6%,-18%,-1%,-0.8,0%
CC(Oc1ccc(C(=O)c2ccc(F)cc2)cc1)C(=O)N1CCOCC1 (stereo unspecified),i,0.8%,-4%,i,-24%,0%,0%,1.3,4%
CC(C)(C)c1ccc(S(=O)(=O)CCc2ccccn2)cc1,i,0.3%,4%,i,11%,?,1%,0.0,11%
CCC(=O)N1CCN(CCN=CC2=C(O)CC(c3ccc(OC)cc3)CC2=O)CC1 (stereo unspecified),i,-0.9%,14%,i,-11%,14%,-8%,0.9,?
COc1ccc(OC)c(CNC(=O)c2ccc3nc(C(C)C)oc3c2)c1,.,4.6%,4%,.,-10%,.,.,.,?
COc1ccccc1N1CCN(C(c2ccccc2)c2nnnn2Cc2ccccc2)CC1 (stereo unspecified),.,.,-2%,.,-33%,?,.,.,-17%
Cc1cc(OC(=O)Cc2cccc3ccccc23)c([N+](=O)[O-])c(=O)[nH]1,i,-0.5%,-2%,i,-3%,3%,-1%,-1.0,2%
CC1CCN(S(=O)(=O)c2ccc3c(ccn3CCC(=O)N3CCCCC3)c2)CC1,i,-0.2%,1%,i,1%,-21%,3%,0.1,0%
COc1ccccc1/C=C(\NC(=O)c1ccc(OC)c(OC)c1)C(=O)Nc1cc([N+](=O)[O-])ccc1C,i,3.1%,2%,i,-3%,0%,2%,-3.0,-15%
CC(C)(C)c1ccc(OCCCC(=O)Nc2nnc(C3CC3)s2)cc1,i,0.4%,.,?,-12%,.,.,2.5,1%
COc1ccc(-c2nn(CCC#N)cc2/C=N/O)cc1OC,i,0.6%,-2%,i,-1%,1%,0%,-0.3,-1%
Cc1cc(C)c(NC(=O)C(=O)NCC(c2cccnc2)N2CCN(c3ccccc3F)CC2)c(C)c1 (stereo unspecified),.,0.4%,-3%,.,-13%,?,.,.,-4%
CCNS(=O)(=O)c1ccc(CCC(=O)NCc2ccc(C)cc2)cc1,i,-0.6%,1%,i,-1%,-5%,6%,-2.9,-2%
Cc1ccc(CNC(=O)CCc2ccc(S(=O)(=O)NC3CCCCC3)cc2)cc1,i,3.0%,-9%,i,-9%,-10%,2%,-0.7,11%
COc1ccc(C(=O)Nc2ccccc2N2CCOCC2)cc1[N+](=O)[O-],i,2.3%,21%,i,-16%,-14%,-18%,-1.0,-4%
O=C(CCN1CCCCCC1)Nc1ccccc1F,i,0.5%,3%,i,-1%,22%,.,1.2,5%
CSCCC(NC(=O)c1ccoc1C)C(=O)O (stereo unspecified),i,-1.0%,-9%,i,0%,2%,1%,-0.9,-2%
O=C(CCNC(=O)c1ccc(Cl)cc1)Nc1ncccc1O,i,-0.8%,3%,i,4%,1%,1%,0.5,0%
O=C(Nc1ccccc1)c1ccc(F)c(S(=O)(=O)N2CCOCC2)c1,i,0.3%,-2%,i,-7%,15%,2%,1.0,1%
COc1ccc(C2CC(c3cccs3)=NN2c2nc(C)c(C(C)=O)s2)cc1OC (stereo unspecified),i,26%,5%,.,-19%,-24%,0%,0.5,-9%
Cc1ccc(OCc2nnc(SCC(=O)Nc3ncc(C)s3)o2)cc1,i,-0.5%,-12%,i,5%,-10%,0%,-0.5,3%
Cc1cc(C)c(S(=O)(=O)/N=C2/C=C(Sc3ncn[nH]3)C(=O)c3ccccc32)cc1C,i,-3.5%,?,22µM*,1.8µM*,?,-14%,-0.5,0.89µM*
COc1cc(-c2nnc(-c3ccco3)o2)ccc1OCc1ccccc1,i,6.4%,6%,i,-10%,-17%,-3%,-2.7,3%
C/C(=N\Nc1ccccc1C)c1cccnc1,i,0.4%,0%,i,-3%,18%,-5%,-1.5,-1%

# Arranged by the number under TGFb inhibitor (smallest number first): 3 of the compounds above.
mol	TGFb inhibitor
COc1ccccc1/C=C(\NC(=O)c1ccc(OC)c(OC)c1)C(=O)Nc1cc([N+](=O)[O-])ccc1C	-15%
Cc1cc(C)c(NC(=O)C(=O)NCC(c2cccnc2)N2CCN(c3ccccc3F)CC2)c(C)c1 (stereo unspecified)	-4%
O=C(CCN1CCCCCC1)Nc1ccccc1F	5%

# (continued)
SMILES,pAkt inh,Nrf2 ARE act,A549 tox,ATXN viability,HepG2 tox,Nrf2 block,Mm-Cpn inhibitor,CCT chaperon mod,TGFb inhibitor
CC[C@]12c3[nH]c4cc(-c5ccco5)ccc4c3CCN1C(=O)[C@@H](CC(=O)NCCC1=CCCCC1)C[C@@H]2C(=O)N1CCN(C(=O)C2CC2)CC1,i,9.4%,?,?,3%,?,-3%,0.1,?
COCCN(Cc1cc2cccc(C)c2[nH]c1=O)C(=O)c1ccccc1,i,0.2%,7%,i,-2%,-24%,1%,1.8,-24%
COCCCNC(=O)CC(NS(=O)(=O)c1ccc(Cl)cc1)c1ccc(OC)cc1 (stereo unspecified),i,-0.7%,4%,i,-23%,?,2%,1.4,25%
Cc1ccc(S(=O)(=O)Cn2nnnc2C(C(C)C)N2CCN(C(=O)c3ccco3)CC2)cc1 (stereo unspecified),i,2.5%,-2%,i,-52%,-20%,.,0.6,-2%
COc1ccc(/C=C/C(=O)O/N=C(\N)c2cccnc2)cc1OC,i,6.1%,0%,i,-6%,0%,-1%,0.7,14%
CCC1=Nc2cc(C(=O)NCCN3CCOCC3)ccc2Sc2ccc(Br)cc21,i,0.4%,1%,i,-10%,-20%,-1%,-1.7,20%
COC(=O)CCc1c(C)[nH]c(=S)[nH]c1=O,i,0.3%,2%,i,1%,8%,1%,0.8,-3%
Cc1ccc(C(=O)CSc2nsc(C)c2C#N)cc1,i,6.0%,-13%,i,-3%,?,-2%,-5.9,-9%
COc1ccc(OC)c(N=Nc2c(O)c3ccccc3[nH]c2=O)c1,i,18%,?,?,-14%,?,.,-1.2,-10%
Cc1ncc(S(=O)(=O)c2ccc(Cl)cc2)c(-c2ccccc2)n1,i,-0.1%,4%,i,-16%,-2%,1%,-1.5,-3%
O=C(c1cnc2nc3ccccc3n2c1)c1cc(F)ccc1O,i,15%,3%,.,-16%,20%,0%,-0.2,-3%
CN(CC(=O)Nc1ccc(F)cc1)C(=O)CN1C(=O)NC(CCc2ccccc2)C1=O (stereo unspecified),i,0.8%,.,i,2%,.,.,0.0,4%
CN(C)C(=O)CSc1nnc(-c2ccc(S(=O)(=O)N3CCCC3)cc2)n1C,i,0.0%,0%,i,-1%,0%,-2%,2.0,6%

# Single values from the results shown:
# HepG2 tox result of `COc1ccc(OC)c(N=Nc2c(O)c3ccccc3[nH]c2=O)c1` stands at -14%
# Nrf2 ARE act result of `Cc1ncc(S(=O)(=O)c2ccc(Cl)cc2)c(-c2ccccc2)n1` stands at -0.1%
